High-throughput results from PubChem BioAssay.
IL-2 act: activators of IL-2; activation, % (series mostly up to about 46 µM); IL-2 activation reporter assay, cell-based qHTS; stimulated with anti-CD3/CD4/CD28 beads; in transgenic mouse T cells; AID 652025; actives 0.065% (n = 360,000); in the data active = activation above about 50%; inconclusive = mostly about 30% to 49%; also: 0% is about no effect
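Unstimulated transgenic mouse T cells; 60-min compound exposure; bead-based TCR/CD4/CD28 stimulation; 18 h culture, 37 degrees C; dual fluorescence (EGFP, DsRed) plate cytometry.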
TGFb SMAD3 inh: inhibitors of TGF-b signaling. HepG2 CAGA-GFP TGF-b/SMAD3 reporter, GFP fluorescence, 18 h; TGF-beta stimulated, 500 pg/mL final. Potency, µM (titrated, usually from 46.1 µM), inactives show top-dose activity, negative = inhibition, hits mostly inhibitors. actives 1.2% (n = 410,000). AID 588855; also: potency is read from the fitted curve at half-maximal effect; % is scaled to controls: 0 for no effect and ±100 for the full control effect; nearly all actives have a fitted effect of over 65% in size
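HEPG2 CAGA-GFP cells (1000/well, DMEM with 1% FBS) were pre-incubated 2 h at 37 degrees C, given compound by pin tool, then stimulated with TGF-beta at 500 pg/mL final for 18 h before per-cell GFP fluorescence imaging.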
ATXN viability: reduces viability in counter-screen for ATXN expression inhibitors | S2 cells (HEK-293 line with an ATXN2-luciferase reporter) viability, CellTiter-Fluor protease fluorescence, 24 h | Potency, µM (highest dose often 56.7 µM), usual class: cytotoxic | actives 0.49% (n = 400,000) | AID 651635; also: potency is read from the fitted curve at half-maximal effect; nearly all actives have a fitted effect of over 40% in size
ATXN2 expr inh: reduces ATXN2 reporter expression in HEK-293 cells; HEK-293 ATXN2-luciferase reporter, luminescence, 24 h; Potency, µM (doses to about 57 µM), inactives show at the top dose activity change, negative = inhibition, hits mostly inhibitors; actives 0.72% (n = 360,000); AID 1745845; also: potency is read from the fitted curve at half-maximal effect; % is scaled to controls: 0 for no effect and ±100 for the full control effect; nearly all actives have a fitted effect of over 55% in size
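ATXN2-luciferase reporter cells (luciferase flanked by upstream and downstream ATXN2 gene portions) were treated 24 h at 37 °C with compounds at up to 57 uM. SteadyGlo luminescence gave expression; GF-AFC fluorescence gave viability.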
HepG2 viability: HepG2 cytotoxicity, counter-screen for TGF-b inhibitors; HepG2 CAGA-GFP viability, ATP luminescence, 18 h; Potency, µM (doses to about 46.1 µM), inactives show at the top dose activity change, negative = cytotoxicity, actives largely listed as cytotoxic; actives 0.76% (n = 410,000); also: potency is read from the fitted curve at half-maximal effect; some results filed as inactive show a strong effect at the top dose
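HepG2 CAGA-GFP cells (1000/well, DMEM with 1% FBS) received compound, then TGF-beta at 500 pg/mL final, and were incubated 18 hours at 37 degrees C. Viability was read by CellTiter-Glo luminescence. Media-only wells were set as complete cell-killing and DMSO as no toxicity.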
A549 tox: kills or reduces viability of A549 cells in Nrf2 counter-screen | actives 0.16% (n = 390,000) | A549 ARE-Fluc cells, CellTiter-Fluor viability, 18-24 h | Potency, µM (highest dose often 46 µM), for the others: top-dose activity change, negative = cytotoxicity, hits mostly inhibitors; also: potency is read from the fitted curve at half-maximal effect; % is scaled to controls: 0 for no effect and ±100 for the full control effect
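A549 ARE-Fluc cells in 5% FBS OPTI-MEM, 5000 cells/well, rested 2 h then exposed to compounds in concentration-response for 18-24 h at 37 °C. Viability by CellTiter-Fluor fluorescence (Ex 405/Em 525) after 30 min; luciferase luminescence (BugLite, 15 min, RT) read afterwards.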
EPAC2 agonist: agonists of human EPAC2 (RAPGEF4); EPAC2 activation, biochemical qHTS; response scale: 100% = 6.5 mM cAMP response; Potency, µM (doses to about 154 µM), for the others: at the top dose activation, hits mostly activators; actives 0.079% (n = 360,000); AID 720711; also: potency is read from the fitted curve at half-maximal effect; nearly all actives have a fitted effect of over 50% in size
Target sequence (Q8WZA2 whole entry, looked up): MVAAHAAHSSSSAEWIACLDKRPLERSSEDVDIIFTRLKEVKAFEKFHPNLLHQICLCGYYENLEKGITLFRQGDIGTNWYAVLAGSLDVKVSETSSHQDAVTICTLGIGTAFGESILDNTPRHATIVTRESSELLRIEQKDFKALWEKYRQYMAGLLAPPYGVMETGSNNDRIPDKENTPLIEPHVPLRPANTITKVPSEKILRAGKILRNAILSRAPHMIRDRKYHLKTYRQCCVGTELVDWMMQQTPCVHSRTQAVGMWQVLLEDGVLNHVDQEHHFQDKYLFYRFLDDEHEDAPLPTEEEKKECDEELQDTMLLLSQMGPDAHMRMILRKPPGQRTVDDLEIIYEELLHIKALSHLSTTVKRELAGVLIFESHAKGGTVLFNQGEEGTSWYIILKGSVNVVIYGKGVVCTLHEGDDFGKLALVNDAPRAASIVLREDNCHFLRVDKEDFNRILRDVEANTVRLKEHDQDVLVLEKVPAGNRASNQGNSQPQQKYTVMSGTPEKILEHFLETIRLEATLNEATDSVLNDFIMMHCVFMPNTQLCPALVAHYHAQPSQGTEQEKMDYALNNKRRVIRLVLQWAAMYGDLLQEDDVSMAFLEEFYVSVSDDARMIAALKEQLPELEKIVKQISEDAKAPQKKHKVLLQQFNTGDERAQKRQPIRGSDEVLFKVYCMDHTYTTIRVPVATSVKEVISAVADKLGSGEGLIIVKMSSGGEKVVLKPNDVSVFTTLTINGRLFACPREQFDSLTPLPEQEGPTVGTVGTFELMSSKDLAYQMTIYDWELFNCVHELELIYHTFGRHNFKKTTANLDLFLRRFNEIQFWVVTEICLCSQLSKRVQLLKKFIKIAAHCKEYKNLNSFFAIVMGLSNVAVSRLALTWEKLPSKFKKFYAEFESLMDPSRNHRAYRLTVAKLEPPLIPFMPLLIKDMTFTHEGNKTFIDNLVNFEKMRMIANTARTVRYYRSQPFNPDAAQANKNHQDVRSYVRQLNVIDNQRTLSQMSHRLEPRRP
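Each well held 100 nM EPAC2, 250 nM RAP1B-BODIPY-GDP and 50 uM GDP. Fluorescence, read at 5-min intervals to 30 min, was referenced to a 6.5 mM cAMP positive control.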
Nrf2 block: Nrf2 pathway inhibition. actives 2.1% (n = 360,000). Potency, µM (top dose mostly 46 µM), inactives show top-dose activity change, negative = inhibition, hits mostly inhibitors. A549 ARE-Fluc reporter, luciferase luminescence, 18-24 h; also: potency is read from the fitted curve at half-maximal effect; % is scaled to controls: 0 for no effect and ±100 for the full control effect; nearly all actives have a fitted effect of over 60% in size
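A549 ARE_Fluc cells (5000/well, 5% FBS OPTI-MEM) pre-incubated 2 h, then treated with compounds 18-24 h at 37C/5% CO2 in concentration-response. CellTiter-Fluor viability read first; BugLite luciferase luminescence after 15 min at room temperature gives Nrf2 activity.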
Nrf2 activator: Nrf2 pathway activation; AREc32 ARE-luciferase reporter (MCF7-derived line), luminescence, 24 h; Potency, µM (series often up to 46.1 µM), for the others: top-dose activation, usual class: activators; actives 0.31% (n = 410,000); also: potency is read from the fitted curve at half-maximal effect; % of control where 0% means no effect; nearly all actives have a fitted effect of over 65% in size
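Nrf2 activation is followed as ARE-luciferase induction in the AREc32 line after one day of compound treatment; luminescence is read with Steady-Glo.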
The depositor's hits bear a star. Unless noted, calls follow the shape of the dose curve; as a rule, active = well fitted curve in the direction sought with a large enough effect; inconclusive = small, poorly fitted or top-dose-only effect, or another doubt; inactive = no such curve, though single readings can be large; an effect the other way counts as inactive or inconclusive.

What do the screens show for `COc1ccc(NC(=O)CSCC(=O)NC2(C)CCS(=O)(=O)C2)cc1` (stereo not given)?
IL-2 act: 2.8; TGFb SMAD3 inh: 8.4%; ATXN viability: inactive; ATXN2 expr inh: 8.5%; HepG2 viability: -1.8%; A549 tox: 0.5%; EPAC2 agonist: -2.8%; Nrf2 block: 4.4%; Nrf2 activator: 0.2%

Results for CCOc1ccc(C(=O)c2oc3ccccc3c2NC(=O)Cc2coc3cc(C)cc(C)c23)cc1 ?
TGFb SMAD3 inh: 0.5%; ATXN viability: inactive; ATXN2 expr inh: 4.9%; HepG2 viability: -8.6%; A549 tox: 11.3%; Nrf2 block: 8.8%; Nrf2 activator: -0.1%

What do the screens show for `CCCN(CC(=O)Nc1ccc(Cl)cc1Cl)Cc1cc(=O)n2ccsc2n1`?
IL-2 act: -1.0; TGFb SMAD3 inh: 4.9%; ATXN viability: inconclusive; ATXN2 expr inh: -12.1%; HepG2 viability: -19.2%; A549 tox: -4.7%; EPAC2 agonist: 9.7%; Nrf2 block: -9.3%; Nrf2 activator: 6.5%

What do the screens show for `Cc1cccn2cc(-c3ccc(F)cc3)cc12`?
IL-2 act: 0.2; TGFb SMAD3 inh: 5.7%; ATXN viability: inactive; ATXN2 expr inh: 1.4%; HepG2 viability: -4.1%; A549 tox: -16.6%; EPAC2 agonist: 9.6%; Nrf2 block: inconclusive; Nrf2 activator: 2.2%

How did O=C(CCSc1nnc(-c2ccco2)o1)Nc1ccccc1 do in these assays?
IL-2 act: 3.3; TGFb SMAD3 inh: 3.2%; ATXN viability: inactive; ATXN2 expr inh: -8.4%; HepG2 viability: -19.9%; A549 tox: 0.0%; EPAC2 agonist: -3.1%; Nrf2 block: 3.2%; Nrf2 activator: -0.2%

How did CCC(Sc1nc(N)cc(=O)[nH]1)C(=O)NC(C(=O)OC)c1ccccc1 (stereo not given) do in these assays?
IL-2 act: 1.2; TGFb SMAD3 inh: 8.3%; ATXN viability: inactive; ATXN2 expr inh: 4.9%; HepG2 viability: -2.0%; A549 tox: 4.5%; EPAC2 agonist: 8.7%; Nrf2 block: 20.9%; Nrf2 activator: 0.1%

How did Cc1c(C(=O)Nc2cccc(C(F)(F)F)c2)oc2ccc(S(=O)(=O)N3CCC4(CC3)OCCO4)cc12 do in these assays?
TGFb SMAD3 inh: 0.0%; HepG2 viability: 2.8%; A549 tox: -3.2%; Nrf2 activator: -0.5%

How did CCn1nc(NS(=O)(=O)c2ccccc2[N+](=O)[O-])c2cc3cccc(C)c3nc21 do in these assays?
IL-2 act: 1.1; TGFb SMAD3 inh: -21.3%; ATXN viability: inactive; ATXN2 expr inh: -2.9%; HepG2 viability: -5.7%; A549 tox: -3.3%; EPAC2 agonist: -4.4%; Nrf2 block: inconclusive; Nrf2 activator: 5.2%

Results for COc1ccc2[nH]cc(CCNC(=O)CS(=O)(=O)Cc3ccccc3)c2c1 ?
IL-2 act: 0.1; TGFb SMAD3 inh: -1.7%; ATXN viability: inactive; ATXN2 expr inh: -4.1%; HepG2 viability: 4.2%; A549 tox: -5.9%; EPAC2 agonist: 6.4%; Nrf2 block: 19.2%; Nrf2 activator: 0.1%

What do the screens show for `C=CCN(CC=C)C(=O)c1ccc(OC2CCN(C(C)=O)CC2)c(OC)c1`?
IL-2 act: -0.8; TGFb SMAD3 inh: 11.2%; ATXN viability: inactive; ATXN2 expr inh: -0.5%; HepG2 viability: 9.2%; A549 tox: -0.8%; EPAC2 agonist: 0.7%; Nrf2 block: 10.4%; Nrf2 activator: -0.7%

Results for O=C(CN1C(=O)NC2(CCOc3ccccc32)C1=O)Nc1ccc(F)c(F)c1F (stereo not given) ?
IL-2 act: 0.5; TGFb SMAD3 inh: -9.5%; ATXN2 expr inh: -17.0%; HepG2 viability: 0.3%; A549 tox: -2.5%; EPAC2 agonist: 2.0%; Nrf2 block: 7.3%; Nrf2 activator: 2.8%

What do the screens show for `CC(=O)Nc1ccc(S(=O)(=O)NC(C)C(=O)NCCc2ccc(F)cc2)cc1` (stereo not given)?
IL-2 act: -0.1; TGFb SMAD3 inh: 11.0%; ATXN viability: inactive; ATXN2 expr inh: -28.7%; HepG2 viability: -4.0%; A549 tox: -2.1%; EPAC2 agonist: -1.4%; Nrf2 block: 11.0%; Nrf2 activator: -1.3%

How did CCc1cccc(CC)c1NC(=O)C1CC(=O)N(c2ccc3c(c2)OCCO3)C1 (stereo not given) do in these assays?
IL-2 act: 1.3; TGFb SMAD3 inh: -2.1%; ATXN viability: inactive; ATXN2 expr inh: -14.8%; HepG2 viability: -9.0%; A549 tox: -3.8%; EPAC2 agonist: 3.5%; Nrf2 block: -5.1%; Nrf2 activator: 0.0%

How did COc1ccc(NC(=O)CSc2ncccn2)cc1S(=O)(=O)N1CCCCC1 do in these assays?
IL-2 act: 1.1; TGFb SMAD3 inh: -7.4%; ATXN viability: inactive; ATXN2 expr inh: -3.8%; HepG2 viability: -2.0%; A549 tox: 1.6%; EPAC2 agonist: 4.3%; Nrf2 block: inconclusive; Nrf2 activator: 0.1%

What do the screens show for `CSCCC(NS(=O)(=O)c1ccccc1F)C(=O)NCc1cccs1` (stereo not given)?
IL-2 act: 1.3; TGFb SMAD3 inh: 8.6%; ATXN viability: inactive; ATXN2 expr inh: -6.0%; HepG2 viability: -9.1%; A549 tox: 1.6%; EPAC2 agonist: 17.4%; Nrf2 block: 9.7%; Nrf2 activator: 3.2%

Results for COc1ccc(/C=C\c2onc(C)c2S(=O)(=O)N2CCC(C(=O)Nc3ccc(C)c(F)c3)CC2)cc1 ?
TGFb SMAD3 inh: 11.2µM*; HepG2 viability: -15.0%; A549 tox: -0.3%; Nrf2 block: inconclusive; Nrf2 activator: 0.3%

What do the screens show for `CCOC(=O)c1ccc(N2C(=O)c3n[nH]c(-c4cccs4)c3C2c2ccc(OCC)cc2)cc1` (stereo not given)?
TGFb SMAD3 inh: 1.58µM*; ATXN viability: inconclusive; ATXN2 expr inh: inconclusive; HepG2 viability: -63.8%; A549 tox: -24.1%; Nrf2 block: inconclusive; Nrf2 activator: -2.6%

Results for CN(C)Cc1csc(NC(=O)Nc2cccc(C(F)(F)F)c2)n1 ?
IL-2 act: -0.5; TGFb SMAD3 inh: -1.3%; ATXN viability: inactive; ATXN2 expr inh: -10.8%; HepG2 viability: -54.0%; EPAC2 agonist: 11.7%; Nrf2 activator: 12.9%

Results for Cc1ccc(OCc2nc(C#N)c(N3CCN(Cc4ccccc4)CC3)o2)cc1 ?
IL-2 act: -0.2; TGFb SMAD3 inh: -6.8%; ATXN viability: inactive; ATXN2 expr inh: -1.1%; HepG2 viability: -61.0%; A549 tox: -1.9%; EPAC2 agonist: 8.2%; Nrf2 block: -20.7%; Nrf2 activator: 1.9%

How did CCN(Cc1ccccc1)C(c1cc2ccc(C)cc2[nH]c1=O)c1nnnn1CCOC (stereo not given) do in these assays?
IL-2 act: -3.9; TGFb SMAD3 inh: -14.1%; ATXN viability: inactive; ATXN2 expr inh: 1.0%; HepG2 viability: -2.3%; A549 tox: -4.9%; EPAC2 agonist: 3.6%; Nrf2 block: -0.6%; Nrf2 activator: 0.6%

Results for Cc1ccc([C@@H]2CC=C(C(=O)O)[C@H](c3ccccc3F)N2S(=O)(=O)c2ccccc2C)cc1 ?
IL-2 act: 1.6; TGFb SMAD3 inh: inconclusive; ATXN viability: inactive; ATXN2 expr inh: -0.5%; HepG2 viability: -54.9%; A549 tox: -11.7%; EPAC2 agonist: -4.8%; Nrf2 block: -16.0%; Nrf2 activator: -0.8%

Results for CC(C)(C)c1ccc(CCC2OCC(CN3CCOCC3)O2)cc1 (stereo not given) ?
IL-2 act: 0.6; TGFb SMAD3 inh: 2.0%; ATXN viability: inactive; ATXN2 expr inh: -38.9%; HepG2 viability: -17.0%; A549 tox: 0.4%; EPAC2 agonist: 1.1%; Nrf2 block: -3.4%; Nrf2 activator: 0.0%

Results for COc1ccc(S(=O)(=O)c2c(O)c3ccc(C(=O)Nc4ccccc4Cl)cc3[nH]c2=O)cc1 ?
IL-2 act: -0.6; TGFb SMAD3 inh: -4.4%; ATXN viability: inactive; ATXN2 expr inh: -1.1%; HepG2 viability: 4.4%; A549 tox: 7.2%; EPAC2 agonist: 12.0%; Nrf2 block: 2.5%; Nrf2 activator: -1.3%

Results for CC(C)NC(=O)C1(C)Cc2c(-c3ccc(C(N)=O)cc3)ccnc2O1 (stereo not given) ?
IL-2 act: -0.5; TGFb SMAD3 inh: 2.7%; ATXN viability: inactive; ATXN2 expr inh: 11.2%; HepG2 viability: 2.0%; EPAC2 agonist: 9.8%; Nrf2 activator: 0.9%

How did CCn1c(=O)cc(OCC(=O)NCc2ccc(F)cc2Cl)c2ccccc21 do in these assays?
TGFb SMAD3 inh: -24.4%; ATXN viability: inactive; ATXN2 expr inh: -15.2%; HepG2 viability: -43.7%; A549 tox: -11.3%; Nrf2 block: inconclusive; Nrf2 activator: 0.7%

What do the screens show for `COc1ccccc1N1CCN(C(=O)c2ccccc2N(C)S(=O)(=O)c2ccc(C)cc2)CC1`?
IL-2 act: -3.9; TGFb SMAD3 inh: 2.3%; ATXN viability: inconclusive; ATXN2 expr inh: -22.4%; HepG2 viability: 0.4%; A549 tox: -1.6%; EPAC2 agonist: 7.6%; Nrf2 block: inconclusive; Nrf2 activator: -0.3%

How did O=C(CN1CCN(Cc2cccc(Cl)c2)C1=O)NCC1CCCO1 (stereo not given) do in these assays?
IL-2 act: -1.1; TGFb SMAD3 inh: 0.0%; ATXN viability: inactive; ATXN2 expr inh: 1.1%; HepG2 viability: -1.5%; A549 tox: -3.9%; EPAC2 agonist: 4.3%; Nrf2 block: -1.0%; Nrf2 activator: -0.1%

Compounds were not picked by outcome. About 4.3% of those tested had a hit in this group.
